L3MBTL1 inh: L3MBTL1 (human) inhibition; actives 0.66% (n = 230,000); Potency, µM (doses to about 57.1 µM), for inactives: at the top dose activity, negative = inhibition, hits mostly inhibitors; Q9Y468; AlphaScreen L3MBTL1–H3K9me1 peptide binding; further: on the % scale 0 is the no-effect control and ±100 the full control effect; nearly all actives have a fitted effect of over 60% in size
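Displacement of a biotinylated histone H3(1-15) peptide monomethylated at Lys9 (75 nM) from L3MBTL1 (50 nM) was measured by AlphaScreen after a 30 min room-temperature compound incubation; cefsulodin titration served as intraplate control.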
JMJD2E inh: JMJD2E (human) inhibition; B2RXH2; JMJD2E catalytic domain, FDH-coupled NADH fluorescence (FDH is formaldehyde dehydrogenase); Potency, µM (highest dose often 57.1 µM), without a hit: top-dose activity change, negative = inhibition, actives largely listed as inhibitors; actives 1.6% (n = 230,000); active means well fitted inhibition curve with a large enough effect, not every such curve was filed as active; inconclusive means small, poorly fitted or top-dose-only effect, or another doubt; inactive means no such curve, though single readings can be large or run the other way;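 further: 0% = wells with enzyme and -100% = buffer wells without enzyme; nearly all actives have a fitted effect of over 50% in size; many of its hits are not listed in these tables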
Target sequence (B2RXH2 1-337 limits assumed): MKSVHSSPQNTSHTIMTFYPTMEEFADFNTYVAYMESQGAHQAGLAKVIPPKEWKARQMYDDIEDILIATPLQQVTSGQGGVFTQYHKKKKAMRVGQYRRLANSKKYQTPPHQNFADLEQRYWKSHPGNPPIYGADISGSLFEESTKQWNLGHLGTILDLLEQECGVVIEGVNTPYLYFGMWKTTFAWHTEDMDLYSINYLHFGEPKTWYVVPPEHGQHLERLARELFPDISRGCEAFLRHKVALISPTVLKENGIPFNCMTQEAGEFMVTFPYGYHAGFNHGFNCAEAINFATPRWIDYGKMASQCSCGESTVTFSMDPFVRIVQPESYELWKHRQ
KinaseGlo FLuc: Kinase-Glo luciferase inhibition (counter-screen); Kinase-Glo luciferase, ATP luminescence, 8 min; Q27757; actives 0.28% (n = 200,000); AID 1379; Potency, µM (titrated, usually from 38.3 µM), without a hit: at the top dose activity change, negative = inhibition, most hits filed as inhibitors; further: on the % scale 0 is the no-effect control and ±100 the full control effect; nearly all actives have a fitted effect of over 60% in size
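Kinase-Glo luciferase light output from ATP and luciferin was measured with 10 uM ATP, within the enzyme's linear range. Buffer: 50 mM imidazole pH 7.2, 50 mM KCl, 7 mM MgCl2, 0.01% Tween 20, 0.05% BSA; luminescence read after 8 min at ambient temperature.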
SMN2 splice up: SMN2 splice variant enhancement. HEK293 SMN2-luciferase splicing reporter, luminescence, 30-36 h. Potency, µM (series often up to 46.1 µM), for the others: top-dose activity change, positive = activation, most hits filed as activators. actives 2.8% (n = 210,000). AID 1458; further: % of control where 0% means no effect; nearly all actives have a fitted effect of over 55% in size
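HEK293 cells carry an SMN2 minigene-luciferase reporter in which exon 7 inclusion puts luciferase in frame. Cells were seeded at 2000 cells/well, attached for 10-12 hours, then exposed to compounds for 30-36 hours at 37C before ONE-Glo luminescence.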
Tau fibril ThT: blocks human tau fibril formation measured by thioflavin T; P10636; recombinant tau K18 P301L, heparin-induced fibrillization, ThT fluorescence; Potency, µM (titrated, usually from 57.4 µM), for inactives: top-dose activity, negative = inhibition, hits mostly inhibitors; actives 2.1% (n = 270,000); AID 1460; further: on the % scale 0 is the no-effect control and ±100 the full control effect; nearly all actives have a fitted effect of over 55% in size
Target sequence (P10636 561-689 P618L limits assumed): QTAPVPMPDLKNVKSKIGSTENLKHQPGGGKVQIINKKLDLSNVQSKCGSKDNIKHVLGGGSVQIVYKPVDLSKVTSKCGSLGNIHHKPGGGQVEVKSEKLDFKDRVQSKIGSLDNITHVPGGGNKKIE
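Using a mix of unlabeled (15 uM) and Alexa 594-labeled (0.24 uM) tau K18 P301L, heparin-triggered fibrillization over 6 hr at 37 C was scored by ThT fluorescence.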
ALDH1A1 inh: blocks purified human ALDH1A1 activity. P00352. AID 1030. actives 7.3% (n = 220,000). Purified ALDH1A1, NADH fluorescence, propionaldehyde substrate. Potency, µM (top dose mostly 75.3 µM), for inactives: top-dose activity, negative = inhibition, most hits filed as inhibitors; active means well fitted inhibition curve with a large enough effect, not every such curve was filed as active; inconclusive means small, poorly fitted or top-dose-only effect, or another doubt; inactive means no such curve, though single readings can be large or run the other way;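 further: plate controls were no enzyme wells and a reference inhibitor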
RECQ1 inh: RECQ1 (human) helicase inhibition; RECQ1 DNA unwinding, red fluorescence kinetic read; Potency, µM (highest dose often 57.3 µM), for the others: top-dose activity, negative = inhibition, usual class: inhibitors; actives 0.54% (n = 240,000); AID 2549;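 further: plate controls were vehicle for no effect and no enzyme for full effect; nearly all actives have a fitted effect of over 30% in size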
Target sequence (P46063 whole entry, looked up): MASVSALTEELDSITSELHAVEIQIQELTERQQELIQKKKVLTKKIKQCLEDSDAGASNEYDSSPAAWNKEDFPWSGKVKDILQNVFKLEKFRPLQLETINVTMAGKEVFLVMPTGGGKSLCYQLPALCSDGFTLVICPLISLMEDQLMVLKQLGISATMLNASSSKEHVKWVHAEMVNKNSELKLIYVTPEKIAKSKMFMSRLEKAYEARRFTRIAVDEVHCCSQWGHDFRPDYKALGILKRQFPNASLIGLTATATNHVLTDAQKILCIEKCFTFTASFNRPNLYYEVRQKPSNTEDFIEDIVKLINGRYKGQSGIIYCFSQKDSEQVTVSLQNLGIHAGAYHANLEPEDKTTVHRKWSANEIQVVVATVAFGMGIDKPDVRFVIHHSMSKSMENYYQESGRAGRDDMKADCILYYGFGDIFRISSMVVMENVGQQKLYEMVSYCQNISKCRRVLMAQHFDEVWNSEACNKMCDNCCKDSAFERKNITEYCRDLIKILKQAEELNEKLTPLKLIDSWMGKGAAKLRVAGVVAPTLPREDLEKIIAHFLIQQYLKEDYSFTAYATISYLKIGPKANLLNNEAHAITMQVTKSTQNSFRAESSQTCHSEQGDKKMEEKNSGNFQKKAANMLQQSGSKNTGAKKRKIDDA
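RECQ1T1 50 nM; forked duplex (20 bp + 30-nt ss tails) 200 nM, ATP 2 mM final; pH 8.0, 2 mM MgCl2, 2.5 ug/ml poly(dI-dC); 15 min compound preincubation; discontinuous kinetic read over 2 h at RT.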
LMNA splice mod: changes lamin A minigene splicing in HeLa cells; HeLa LMNA splicing GFP/RFP minigene ratio, 48 h; Potency, µM (titrated, usually from 46.1 µM), for inactives: at the highest dose ratio change, negative = inhibition, usual class: inhibitors; actives 0.01% (n = 200,000); active means well fitted inhibition curve with a large enough effect in the signal ratio, with a control signal flat, not every such curve was filed as active; inconclusive means small, poorly fitted or top-dose-only effect, or effect the other way, or a change in a side signal; the % refers to the signal ratio; further: on the % scale 0 is the no-effect control and ±100 the full control effect
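S3 HeLa stable clones carrying a lamin A-EGFP splicing minigene plus DsRed2 were seeded at 600 cells/well in Opti-MEM with 2% FBS, pin-dosed and incubated 48 h at 37°C. Acumen cytometry (488 nm) gave the GFP/RFP total-intensity ratio.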
An asterisk follows results filed as active; i = inactive; ? = inconclusive; . = not tested or not shown; & = joins results of further samples; [ ] = dose if it differs, or a comment. Unless noted, the call rests on the fitted dose curve; in most records, active means well fitted curve in the direction sought with a large enough effect; inconclusive means small, poorly fitted or top-dose-only effect, or another doubt; inactive means no such curve, though single readings can be large; an effect the other way counts as inactive or inconclusive. Potency means the concentration at half of the fitted maximal effect. Only part of the results is shown; count on the stated rates, not on these rows.

SMILES	L3MBTL1 inh	JMJD2E inh	KinaseGlo FLuc	SMN2 splice up	Tau fibril ThT	ALDH1A1 inh	RECQ1 inh	LMNA splice mod
NC(=O)c1sc2nc3c(c(-c4cccnc4)c2c1N)CCC3	4.7%	1.4%	-3.0%	-21.5%	-6.3%	?	-0.8%	3.2%
Cc1ccc(S(=O)(=O)N(C)CC(=O)Nc2nc3ccccc3s2)cc1	.	8.0%	-0.5%	.	-12.6%	?	-4.5%	?
CCC(c1nnnn1Cc1ccc(OC)cc1)N1CCN(c2ccc(OC)cc2)CC1 (configuration not stated)	-20.4%	?	-0.1%	.	?	-14.6%	i	?
CCCn1c(-c2ccc(F)cc2)nc2c(NCCCCN3CCCC3)nc(C)nc21	.	?	-1.8%	-7.3%	-9.4%	?	i	.
COc1ccc(-n2nnnc2SCC(=O)NCCc2ccc(OC)c(OC)c2)cc1	-2.7%	5.4%	2.2%	-8.8%	-5.4%	?	i	?
COC(=O)c1cccc(NC(=O)CN(c2ccc3c(c2)OCO3)S(C)(=O)=O)c1C	-16.2%	0.6%	-0.9%	2.8%	3.8%	?	i	?
CCOC(=O)C1(CCc2ccccc2)CCN(Cc2cccc3nccnc23)CC1	-18.7%	-19.8%	-6.4%	.	-16.9%	?	14.5%	.
Cc1[nH]c2ccccc2c1C(c1ccccn1)N1CCC(C)CC1 (configuration not stated)	0.4%	-0.3%	-4.3%	-1.1%	?	-1.1%	-3.5%	?
CN(c1ccc(OCC(=O)Nc2ccc3[nH]c(=O)[nH]c3c2)cc1)S(=O)(=O)c1ccc(Cl)cc1	.	-16.4%	-2.1%	2.6%	?	0.4%	-4.7%	8.4%
CSc1nsc(/C=C/Nc2ccc(F)cc2)c1C#N	-5.8%	?	-1.2%	2.1%	?	?	11.2%	20.5%[46 µM]
Cc1cc(C)cc(NC(=O)c2ccc(Cn3nc(C)c(Cl)c3C)o2)c1	-3.0%	-26.4%	0.9%	-27.1%	?	-4.1%	-15.2%	?
CC(=O)NS(=O)(=O)c1ccc(NC(=O)c2ccc(Cl)cc2[N+](=O)[O-])cc1	4.1%	-0.2%	-0.2%	-8.2%	-3.8%	7.5%	i	10.4%[46 µM]
Cc1cc(OCc2nn[nH]n2)c2c(C)c(Cc3ccccc3)c(=O)oc2c1	-4.9%	?	3.5%	-0.3%	-8.2%	?	8.1%	11.3%
Cc1ccc(OCCC(=O)Nc2ccc(C)c(F)c2)cc1	4.5%	-5.9%	-1.6%	.	-17.1%	-1.4%	-3.1%	-25.7%[46 µM]
CCCN(Cc1cc(=O)[nH]c2ccccc12)C(=O)CC	-13.2%	-22.8%	.	.	11.4%	?	-4.3%	.
O=c1[nH]nc(SCc2ccccc2)n1C1CC2C=CC1C2 (configuration not stated)	-5.0%	1.2%	.	.	-3.7%	.	-3.9%	.
COc1ccc(CNC(=O)CSc2nc(C)cs2)cc1	-3.3%	3.6%	0.9%	5.2%	-5.2%	?	12.8%	.
CCN(CC)Cc1cc(CC(C(N)=O)C(N)=O)ccc1OC	8.7%	2.4%	12.8%	-6.5%	-7.8%	7.6%	-3.8%	-6.2%
Cc1nc2ccccc2cc1C(=O)NCc1ccco1	-7.8%	-4.1%	1.2%	-15.6%	?	-7.0%	5.9%	1.2%
CCCCCCCC1=Cc2ccccc2C(CC(C)=O)N1C(=O)OC (configuration not stated)	.	14.5%[11.4 µM]	-8.6%[7.66 µM]	-6.6%[9.22 µM]	8.6%&-11.0%[11.5 µM]	-0.3%&2.2%[13.5 µM]	-5.6%&8.7%[11.5 µM]	-2.5%[9.22 µM]
O=C(Cc1coc2ccc3ccccc3c12)N1CCCC1	23.4%[11.4 µM]	?	3.8%	-9.9%	9.2%	?	6.5%	0.8%
CCOc1ccc(NC(=O)c2cccnc2SC)cc1	0.2%	9.5%	0.5%	1.8%	-6.3%	2.6%	-15.2%	2.7%[46 µM]
O=C(COC(=O)CNC(=O)c1sc2ccccc2c1Cl)Nc1c(Cl)cc(Cl)cc1Cl	0.5%	-0.1%	1.7%	10.4%	-6.7%	6.9%	5.4%	7.6%
CN(CCOc1cccc(C(F)(F)F)c1)Cc1ccccc1	-1.4%[11.4 µM]	?	4.5%	14.5%	3.1%	?	i	?
CC(C)OCCCn1c(=S)[nH]c2ncccc2c1=O	-2.3%	-26.4%	3.9%	-19.8%	9.2%	?	-7.3%	11.8%

Other entries follow:
SMILES	L3MBTL1 inh	JMJD2E inh	KinaseGlo FLuc	SMN2 splice up	Tau fibril ThT	ALDH1A1 inh	RECQ1 inh	LMNA splice mod
N#C/C(=C\c1ccc(Oc2ccc(C(F)(F)F)cc2[N+](=O)[O-])cc1)c1nc2ccccc2[nH]1	-1.7%	?	-2.4%	-24.6%	?	4.9%	11.3%	7.9%
CC(=O)Nc1ccc(S(=O)(=O)N2CCCC2C(=O)Nc2ccc3c(c2)OCCO3)cc1 (configuration not stated)	1.2%	5.6%	-2.4%	.	1.0%	?	-4.9%	7.7%[46 µM]
CCOC(=O)N1CCN(C(=O)/C(=C/c2ccc(OC)cc2)NC(=O)c2ccccc2)CC1	3.2%	7.7%	-1.8%	7.5%	-2.8%	-5.9%	2.0%	3.7%
C/C=C(\C)CN1CCN(c2cc(C)ccc2C)CC1	-5.6%	5.9%	-6.9%	0.1%	-0.4%	15.8µM*	4.5%	5.0%
O=C(Cc1ccccc1Cl)NC1(O)C(=O)c2ccccc2C1=O	-10.1%	-3.0%	.	.	2.82µM*	1.12µM*	5.3%	16.7%[46 µM]
Nn1c(SC/C=C/c2ccccc2)nnc1-c1ccccn1	?	1.5%	1.0%	-16.3%	?	-3.8%	-0.4%	8.4%
C/C(=N\NC(=O)c1ccccc1[N+](=O)[O-])c1ccc(Br)s1	7.0%	10.7%	1.9%	-0.5%	-3.5%	3.3%	18.6%	10.6%[46 µM]
O=C1OC(Nc2ccc(Br)cc2F)c2ccccc21 (configuration not stated)	5.5%	2.8%	2.5%	-4.5%	4.4%	14.8%	-0.4%	1.0%
CCOC(=O)CNC(=O)c1sc(NC(=O)c2cccc(F)c2)nc1C	.	?	-4.6%	18.2%	-5.3%	-0.4%	-6.0%	?
O=c1c2ccccc2nc(CSc2nnnn2-c2ccccc2)n1-c1ccccc1	.	2.5%	0.5%	2.1%	-5.6%	-17.7%	-5.6%	7.7%
CCCn1c(/N=C/c2ccc3c(c2)OCO3)nc2ccccc21	.	?	-3.0%	-32.0%[inhibitor]	0.2%	14.1µM*	0.2%	4.8%
COc1ccc(Cn2c(=O)c3c(nc(NCCO)n3C)n(C)c2=O)cc1	-0.9%	-4.2%	1.0%	2.3%	-0.1%	5.8%	-3.9%	0.9%
COc1cc(OC)c2c(=O)c(O)c(-c3ccc(OC)c(OC)c3)oc2c1	.	?	-0.6%	-3.6%	?	6.1%	-23.0%	?
S=c1[nH]nc(COc2ccc3ccccc3c2)o1	3.2%	-8.6%	-0.9%	4.7%	-9.8%	3.55µM*	-3.8%	2.8%
O=C1CN(c2nc3nonc3nc2N2CCCCC2)CCN1	12.2%	?	1.9%	.	2.3%	-12.8%	i	.
NS(=O)(=O)c1ccc(Cl)c(C(=O)Nc2ccccc2[N+](=O)[O-])c1	-14.7%	-10.4%	-1.9%	.	-5.6%	?	16.7%	.
Cc1cc(C(=O)N/N=C/c2c[nH]c3ccccc23)c(C)o1	2.9%	-5.5%	2.3%	-2.6%	?	9.2%	-4.3%	-6.5%
CC1=C(/C=C/C(C)=C/C=C/C(C)=C/C=C/C=C(C)/C=C/C=C(C)/C=C/C(=O)[C@]2(C)CC(O)CC2(C)C)C(C)(C)CC(O)C1 (some centres not stated)	.	2.2%	2.1%	6.8%	-7.7%	4.1%	-9.0%	.
C/C(=N/O)c1ccc(Oc2cnccn2)cc1	.	-1.0%	-5.5%	-12.0%	-2.1%	0.9%	-0.9%	.
N=C1C(c2ccccc2)=C(O)CN1c1cccc2ccccc12	-0.7%	0.2%	4.4%	5.7%	-3.7%	3.9%	i	?
Cc1ccc(CNC(=O)c2sc3nc4c(c(C(F)(F)F)c3c2N)CCC4)cc1	6.1%	-1.5%	-5.1%	-11.6%	-2.0%	4.7%	i	?
CCSc1nnc(-c2ccncc2)n1Cc1ccccc1	.	?	-4.8%	10.4%	-7.5%	-6.3%	i	2.4%
Cc1cc(C)c(NC(=S)NC(=O)c2c(Cl)c(C)nn2C)c([N+](=O)[O-])c1	-9.4%	5.7%	-2.5%	-10.7%	-15.2%	?	-3.5%	?
CC(=O)CCc1c(C)nc2ccc(C)cc2c1Cl	7.2%	1.2%	0.0%	-2.7%	-4.1%	11.4%	7.8%	.
CCCCn1c(CCCNC(=O)CC)nc2ccccc21	6.3%	-3.8%	-1.2%	-0.9%	7.6%	3.0%	-9.3%	-4.9%
Cc1nn(Cc2ccccc2)c(C)c1/C=N/NC(=O)c1ccccc1O	-4.8%	?	.	.	-12.9%	.	-2.7%	.
COc1ccc(C2CC(C(F)(F)F)n3ncc(C(=O)NCC4CCCO4)c3N2)cc1OC (configuration not stated)	-2.9%	3.4%	-4.9%	17.3%	-13.0%	-2.9%	-4.1%	1.9%
Cc1ccc(NC(=O)Cc2ncon2)cc1Cl	4.4%	-2.6%	.	.	2.9%	.	i	.
Cc1onc(-c2ccccc2)c1C(=O)c1c[nH]c(C(=O)NCCCN2CCOCC2)c1	-19.4%	1.3%	0.8%	-16.0%	2.6%	0.5%	-3.8%	?
Cc1ccc(S(=O)(=O)CCSc2nccn2C)cc1	2.4%	?	.	.	-3.9%	-12.1%	i	15.4%[46 µM]

Structural class, the compounds so far with bromine.
SMILES	L3MBTL1 inh	JMJD2E inh	KinaseGlo FLuc	SMN2 splice up	Tau fibril ThT	ALDH1A1 inh	RECQ1 inh	LMNA splice mod
C/C(=N\NC(=O)c1ccccc1[N+](=O)[O-])c1ccc(Br)s1	7.0%	10.7%	1.9%	-0.5%	-3.5%	3.3%	18.6%	10.6%[46 µM]
O=C1OC(Nc2ccc(Br)cc2F)c2ccccc21 (configuration not stated)	5.5%	2.8%	2.5%	-4.5%	4.4%	14.8%	-0.4%	1.0%
